High-throughput results from PubChem BioAssay.
SMARCA2 act: SMARCA2 (BRM) function activators, primary screen, cell-based, luminescence, high throughput; MG213 cells, MMTV-luciferase reporter, dexamethasone, overnight; activation, % at 9.1 µM; 1% of 370,000 active; AID 652017, 2013; in the data active means activation above about 7.8%;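 further: 0% = vehicle wells and 100% = reference activator wells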
PLC-beta3 inh: human PLC-beta3 inhibitors, primary screen, biochemical, fluorescence | 1-phosphatidylinositol 4,5-bisphosphate phosphodiesterase beta-3 (Homo sapiens), Q01970 | Purified PLC-beta3, fluorogenic substrate | inhibition, % at 12.2 µM | 0.18% of 370,000 active | AID 720704, 2013; in the data active means inhibition above about 11%;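 further: 0% = median of compound wells on plate and 100% = full blocker control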
Rev-erbA mod: modulators of Rev-erb alpha DNA binding, primary screen, biochemical, FITC-DNA, fluorescence polarization, uHTS; Nuclear receptor subfamily 1 group D member 1 (Homo sapiens), P20393; activity, % at 10 µM; Rev-erbα–FITC-DNA binding, 90 min; 0.79% of 370,000 active;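 active means activity above about 14%, limit read from the data; passing the limit was not always enough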;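 further: 0% = DMSO wells with 35 nM protein and 100% = DMSO wells with 750 nM protein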
Target sequence (P20393 whole entry, looked up): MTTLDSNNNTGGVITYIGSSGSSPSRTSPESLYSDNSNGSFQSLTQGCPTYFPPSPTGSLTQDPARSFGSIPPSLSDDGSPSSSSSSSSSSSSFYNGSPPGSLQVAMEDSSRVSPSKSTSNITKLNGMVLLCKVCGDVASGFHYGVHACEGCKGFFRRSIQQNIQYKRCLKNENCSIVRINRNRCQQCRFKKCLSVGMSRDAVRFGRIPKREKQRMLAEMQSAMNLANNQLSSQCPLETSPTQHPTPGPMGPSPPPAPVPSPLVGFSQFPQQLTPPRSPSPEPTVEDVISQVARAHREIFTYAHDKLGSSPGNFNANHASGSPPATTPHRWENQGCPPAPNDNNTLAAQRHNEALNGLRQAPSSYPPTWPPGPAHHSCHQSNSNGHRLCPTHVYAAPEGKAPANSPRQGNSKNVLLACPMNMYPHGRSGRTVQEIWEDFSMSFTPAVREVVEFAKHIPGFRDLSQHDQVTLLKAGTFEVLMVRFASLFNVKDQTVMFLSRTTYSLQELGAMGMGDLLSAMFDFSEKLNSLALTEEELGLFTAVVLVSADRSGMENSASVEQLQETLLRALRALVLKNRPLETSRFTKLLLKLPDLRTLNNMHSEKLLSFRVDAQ
DAX1 inh-1: DAX1 (NR0B1) inhibitors on StAR promoter, primary screen, cell-based, luminescence, SF-1 (NR5A1), full-length DAX-1; 1.1% of 370,000 active; HEK293T StAR-luciferase reporter, SF-1/DAX-1 repression relief; AID 652010, 2013; inhibition, % at 6.8 µM;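 active means inhibition above the mean over all tested compounds plus 3 SD, cut at about 3.6% in these data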;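 further: 0% = DAX-1 cells with DMSO and 100% = cells lacking DAX-1 with DMSO; higher inhibition means more luminescence from relief of DAX-1 repression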
DAX1 inh-2: DAX1 (NR0B1) inhibitors, primary screen, cell-based, HEK293, Gal4-DAX1, luciferase luminescence; Nuclear receptor subfamily 0 group B member 1 (Homo sapiens), P51843; HEK293 Gal4-DAX1 luciferase reporter; inhibition, % at 6.75 µM; 0.99% of 340,000 active; AID 504766, 2011;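 active means inhibition above the mean over all tested compounds plus 3 SD, cut at about 4.2% in these data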;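 further: 0% = DAX1-transfected cells with DMSO and 100% = empty-vector control cells with DMSO; inhibition shows as a rise in luminescence from relieved DAX1 repression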
Target sequence (P51843 207-470 limits assumed): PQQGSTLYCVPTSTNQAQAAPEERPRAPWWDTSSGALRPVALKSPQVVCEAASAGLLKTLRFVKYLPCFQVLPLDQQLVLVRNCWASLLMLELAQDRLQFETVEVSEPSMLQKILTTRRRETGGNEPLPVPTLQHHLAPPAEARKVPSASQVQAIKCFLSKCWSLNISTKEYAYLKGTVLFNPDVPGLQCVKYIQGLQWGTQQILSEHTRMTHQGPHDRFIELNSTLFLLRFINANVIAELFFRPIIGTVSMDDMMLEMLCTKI
PG9 binder: binders of HIV-1 gp120 antibody PG9, primary screen, biochemical, TR-FRET. HIV-1 gp120 / PG9 antibody interaction. TR-FRET gp120-PG9 antibody binding. inhibition, % at 6.7 µM. 0.43% of 360,000 active. AID 624416, 2012; in the data active means inhibition above about 8.5%
hcDAF12 agonist: H. contortus DAF-12 nuclear receptor activators, primary screen, cell-based, luminescence, HEK293, lit1-tk-luc reporter | 1.4% of 370,000 active | activation, % at 6.8 µM | HEK293 hcDAF-12 lit1-tk-luc reporter; 0% DMSO, 100% Δ7-dafachronic acid;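 active means activation above the mean of all tested compounds plus 3 SD, cut at about 5.5% in these data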;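 further: 100% = response to 3 µM Δ7-dafachronic acid high control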
HGIII-sPLA2 inh: human group III sPLA2 inhibitors, primary screen, biochemical, QFRET, BODIPY PC-A2 liposome substrate | Group 3 secretory phospholipase A2 (Homo sapiens), Q9NZ20 | QFRET BODIPY PC-A2 liposome hydrolysis, fluorescence | inhibition, % at 12.2 µM | 0.56% of 370,000 active | AID 743126, 2013;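 active means inhibition above mean plus 3 SD of compounds lying within the high and low control bounds, cut at about 19% in these data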;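 further: 0% = median of test compound wells and 100% = no enzyme DMSO wells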
hgDAF12 agonist: H. glycines DAF-12 receptor agonists, primary screen, cell-based, luminescence, HEK293, GAL4 fusion, UAS-luciferase. 1.8% of 370,000 active. Nuclear hormone receptor DAF-12 (Heterodera glycines), GAL4 fusion. HEK293 GAL4-hgDAF12 UAS-luciferase reporter, agonist luminescence; normalized to butyrate control. activation, % at 6.8 µM. AID 687014, 2013;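 active means activation above a cutoff set at the mean of all screened compounds plus 3 SD, cut at about 10% in these data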;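 further: 0% = DMSO wells and 100% = sodium butyrate wells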
ssDAF12 agonist: S. stercoralis DAF-12 nuclear receptor activators, primary screen, cell-based, luminescence, HEK293, GRIP1 co-expression, lit1-tk-luc; HEK293 ssDAF-12/GRIP1 lit1-tk-luc reporter; % of 3 µM dafachronic acid response; Nuclear hormone receptor DAF-12 (Strongyloides stercoralis); 1% of 370,000 active; activation, % at 6.8 µM;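 active means activation above the mean over all tested compounds plus 3 SD, cut at about 0.9% in these data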;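 further: 0% = DMSO-only wells and 100% = 3 µM delta7-dafachronic acid wells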
GAA850 FXN act: FXN promoter activators, primary screen, cell-based, luciferase luminescence, HEK293 lucGAA850 | HEK293 lucGAA850 FXN promoter luciferase reporter, 24 h; percent of 10 µM SAHA response | activation, % at 6 µM | 0.56% of 360,000 active | AID 540364, 2011;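 active means activation above the average of all compounds screened plus 3 SD, cutoff fixed separately per campaign, cut at about 7.5% in these data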;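 further: 0% = DMSO wells and 100% = 10 µM SAHA wells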
Numbers without * were called inactive; i = inactive; . = not tested or not shown.

SMILES,SMARCA2 act,PLC-beta3 inh,Rev-erbA mod,DAX1 inh-1,DAX1 inh-2,PG9 binder,hcDAF12 agonist,HGIII-sPLA2 inh,hgDAF12 agonist,ssDAF12 agonist,GAA850 FXN act
COc1ccc(CN(CC2CCCO2)C(=O)CN2C(=O)C(C)Oc3ccc(C)cc32)cc1OC (configuration not stated),2,3,-3,-1.4,-1.9,1.1,-1.6,2,-0.8,-1.3,-2.1
CCOC(=O)[C@@]12CCCC3=C1N(CCC3)C(=O)[C@H]2CC(=O)NCCCCc1ccccc1,1,2,1,0.1,.,.,-1.4,2,-2.7,-1.5,.
Cc1c(C(=O)OCCN2CCCCC2)oc2ccccc12,3,3,1,-0.2,-0.5,-1.4,0.6,-5,1.0,0.6,-2.0
Cc1noc(C)c1C(=O)Nc1sc2c(c1C(N)=O)CCC2,-4,-15,6,-0.6,-1.0,12*,-2.7,9,2.9,-1.6,0.2
Cc1cnc(NC(=O)Cc2c[nH]c3ccccc23)s1,0,5,-5,0.4,0.4,0.1,3.4,-43,5.9,0.6,2.4
CC(=O)NC(NC(C)=O)c1ccc(N(C)C)cc1,2,2,4,-0.8,0.7,0.1,1.9,6,2.8,-1.6,0.8
CC(=O)c1c(C)[nH]c(C(=O)OCC(=O)NC(C)c2ccccc2)c1C (configuration not stated),0,3,3,-0.1,0.5,-0.8,0.4,-2,3.4,-1.0,0.6
COc1ccc(S(=O)(=O)NC(N)=NCCc2ccccc2)cc1,0,1,1,-0.3,0.2,0.5,-0.3,-1,0.9,-2.1,2.0
N/C(=N/OCc1cccc([N+](=O)[O-])c1)c1nonc1N,-3,2,-1,-1.0,-1.9,-0.7,-2.9,11,0.5,-1.1,3.3
CC1(C)C(=O)Nc2ccccc2N1C(=O)COC(=O)Cc1c(F)cccc1Cl,-1,-5,6,-0.7,0.2,-0.2,-0.3,-7,-1.3,-1.4,1.9
CNC(=S)N1CCc2cc(OC)c(OC)cc2C1,-1,-14,-7,0.1,1.0,1.5,0.9,9,1.1,-1.5,2.7
CCn1c(=O)c2cc(C(=O)N(C)c3ccc(OC)cc3OC)sc2c2ccccc21,2,-1,-4,0.0,-2.8,-0.8,-2.1,-10,0.4,-1.5,-3.6
O=C(O)c1cc([N+](=O)[O-])ccc1NCCc1ccccc1,0,-9,-3,0.2,-0.3,-2.8,-1.0,-18,-1.1,-0.8,-2.4
CC(OC(=O)/C=C/c1cccc(F)c1)C(=O)NC1CCCCC1C (configuration not stated),0,-4,-2,-0.7,0.4,-0.5,-0.5,3,-1.6,-1.1,0.7
COc1ccc(OC)c(S(=O)(=O)NCc2ccccn2)c1,3,0,3,-0.6,1.5,-1.9,-1.6,5,-0.2,0.0,1.2
O=C(COC(=O)c1cc(=O)c2ccccc2o1)NCc1ccccc1,-1,-8,4,2.4,0.8,0.4,0.7,6,0.8,-1.1,1.5
CCC(C(=O)NC(CC(=O)O)c1ccc(Cl)cc1)c1ccccc1 (configuration not stated),0,8,-3,0.1,0.7,-1.3,-1.6,1,-0.9,-1.5,-0.2
Cc1csc2c(N3CCN(C(=O)Nc4ccccc4)CC3)ncnc12,-4,-6,2,-0.4,-2.6,0.9,-2.5,-1,-5.5,-1.9,-0.6
Cc1onc(-c2ccccc2)c1C(=O)NC1CCC(C)CC1 (configuration not stated),-2,-7,1,-3.3,-0.8,0.4,-3.7,10,-0.4,-1.3,1.4
COC(=O)CNC(=O)C(Cc1c[nH]c2ccccc12)NC(=O)OC(C)(C)C (configuration not stated),2,3,-4,0.8,0.7,-2.3,-1.5,-22,1.7,-1.0,-0.9
O=C(NC(=S)Nc1ccc(S(=O)(=O)N2CCCC2)cc1)C1CCC1,-3,3,1,-1.6,-1.4,-0.9,-4.0,1,-0.6,-1.0,0.3
Cc1nn(-c2ccccc2)c(Cl)c1C1C(C#N)=C(N)Oc2n[nH]c(C)c21 (configuration not stated),0,1,-7,-0.8,0.6,-3.0,-1.6,-9,-0.3,-1.4,-2.8
O=C(CN1CCN(c2ccc(F)cc2)CC1)NCc1cccs1,-2,-1,3,0.2,-0.6,-0.9,0.3,2,5.9,-1.7,1.2
Cc1cn([C@H]2C[C@H](O)[C@@H](CCC(=O)NCCN3CCCCC3)O2)c(=O)[nH]c1=O,3,2,2,-0.9,0.8,0.9,-1.8,-2,1.3,-1.5,-0.3
COc1cc(C2Nc3cccc4cccc(c34)N2)cc(OC)c1O,0,-6,.,-0.7,-0.9,-1.4,-3.2,12,-1.9,-1.3,4.2
Cc1cc(Nc2ccccc2)c2c([N+](=O)[O-])ccc(C)c2n1,0,-1,9,-0.2,0.0,-1.7,0.3,3,-0.5,-1.5,1.0
CCOc1cc(/C=N/O)cc(Br)c1OCc1ccc(Cl)cc1,3,-2,1,-1.0,0.1,-1.6,-1.1,-26,-1.0,-1.5,3.4
CCC(=O)Nc1cccc(-n2nnnc2SCC(=O)N2CCCCC2)c1,2,2,5,0.4,0.0,-0.4,0.1,14,2.7,-0.9,2.3
O=C(CN1CCCCCC1)Nc1cccc(NC(=O)CN2CCCCCC2)c1,2,-4,-2,0.0,4.5*,-0.8,-1.6,-7,-0.6,-1.5,1.4
O=C(Cc1cccc(NC(=O)C2CCN(C(=O)c3ccccc3)CC2)c1)Nc1cccc(C(=O)N2CCCCC2)c1,1,1,-1,-0.3,-0.2,-0.7,0.5,-13,-1.1,-1.2,0.8
CN(C(=O)c1ccc(OC2CCN(CCc3ccccc3)CC2)cc1)C1CCCCC1,-2,1,7,-0.6,0.6,2.0,-0.2,-5,1.6,-0.8,2.5
CCC(NC(=O)NNC(=O)c1ccncc1)(C(F)(F)F)C(F)(F)F,0,-6,-8,-0.6,-0.6,-2.3,-1.5,-3,1.2,-1.3,2.3
O=Cc1cccn1-c1cccc([N+](=O)[O-])c1,-1,-1,-4,0.0,-0.3,-0.8,-1.6,1,3.5,-1.5,-0.6
C[C@H](NC(=O)c1ncn(C)c1C(=O)N[C@@H](C)c1ccccc1)c1ccccc1,1,1,7,-0.5,-0.1,1.1,0.1,-8,-0.9,-0.6,-0.2
CN(CC(=O)Nc1c(Cl)cccc1Cl)C(=O)C1=COCCO1,-5,-7,1,0.1,-1.7,2.2,1.3,6,-0.7,-0.9,0.4
O=S(=O)(NCC1(N2CCOCC2)CCCCC1)c1ccc(Cl)cc1C(F)(F)F,7,1,-1,-0.7,0.0,0.7,0.1,2,0.8,-0.2,-1.8
COc1ccc(Cl)cc1NC(=O)CN1C(=O)C(=O)N(C2CCCC2)C1=O,-3,0,-2,0.4,1.3,1.1,-1.0,12,-1.6,-1.3,1.1
CCOC(=O)C1=C(CC)OC(N)=C(C#N)C1c1ccc(OC)c(OC)c1OC (configuration not stated),0,-13,-4,0.0,0.0,2.6,-0.6,-10,0.7,-1.8,-1.7
CC(C)C(NC(=O)c1ccc(F)cc1)C(=O)NC1(C)CCS(=O)(=O)C1 (configuration not stated),-4,-7,2,1.6,-0.4,-2.8,-0.7,16,-0.6,-1.4,-0.2
CCC(=O)c1ccc(Oc2ccc(C(=O)c3ccc(C)cc3)cc2[N+](=O)[O-])cc1,5,3,-1,-0.2,0.3,-2.0,3.4,4,1.1,-0.2,-1.1
C[n+]1c(-c2ccccc2)cc2c(=Cc3ccc([N+](=O)[O-])cc3)c3ccccc3n21,-2,-90,-3,-1.2,0.6,-3.1,1.9,16,1.1,-0.9,-4.9
Cc1cccc(/C=C/c2onc(C)c2[N+](=O)[O-])n1,-1,-2,-9,-0.7,.,-1.3,-1.3,-6,1.3,-0.8,.
COc1ccccc1-c1cc(C(=O)NCCCn2ccnc2)no1,6,-9,2,-0.1,0.2,-2.6,-2.0,-3,-0.8,-1.3,-2.0
CSCc1ccc(C(=O)Nc2cc(C)cc(C)c2)cc1,2,-4,-3,1.1,1.6,1.4,0.7,6,9.4,0.3,2.1
CCOC(=O)c1c(-c2ccccc2)oc2ccc(OC(C)C(=O)O)cc12 (configuration not stated),1,i,4,0.2,0.5,0.4,-0.6,-5,1.6,-1.8,-0.6
CCOc1ccccc1NC(=O)C1CCN(C(=O)NCc2ccccc2)CC1,-2,-4,3,-0.7,0.0,-1.8,-1.9,-24,0.1,-0.7,0.2
COc1ccc(N2CCN(c3ncnc4c3[nH]c3ccccc34)CC2)cc1,-2,-3,2,-2.4,-3.5,-3.0,-5.1,1,-6.7,-2.5,-7.9
